Furin inhibitor: human furin inhibitors, primary screen, biochemical, fluorescence intensity; purified furin, fluorogenic substrate cleavage; P09958; 0.061% of 220,000 active; inhibition, % at 30 µM; in the data active = inhibition above about 25%; also: inactives centre near -15
EBV gp42 block: Epstein-Barr virus gp42 inhibitors, primary screen, biochemical, uHTS, fluorescence polarization. Glycoprotein 42 (Epstein-Barr virus (strain AG876)), Q1HVG2. Fluorescence polarization binding assay, mP read-out. inhibition, % (tested at 21.74 µM). 0.42% of 220,000 active. AID 1085, 2008; in the data active = inhibition above about 50%
Target sequence (Q1HVG2 whole entry, looked up): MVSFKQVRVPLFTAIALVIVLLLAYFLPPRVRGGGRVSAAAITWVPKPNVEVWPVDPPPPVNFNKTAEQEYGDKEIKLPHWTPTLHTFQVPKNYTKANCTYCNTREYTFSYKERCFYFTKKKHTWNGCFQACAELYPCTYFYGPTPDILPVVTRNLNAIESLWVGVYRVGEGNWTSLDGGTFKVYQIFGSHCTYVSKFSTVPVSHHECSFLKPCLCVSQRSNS
p97 inhibitor: inhibitors of human p97 ATPase, primary screen, biochemical; recombinant p97 ATPase, Kinase-Glo ATP luminescence, 3 h; Transitional endoplasmic reticulum ATPase (Homo sapiens), P55072; 0.42% of 220,000 active; AID 1481, 2009; inhibition, % at 8 µM; in the data active = inhibition above about 15%;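 also: 0% = DMSO vehicle and 100% = wells lacking enzyme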
Runt-SMMHC FRET: inhibitors of RUNX1 Runt–CBFb-SMMHC binding, primary screen, biochemical, FRET, Cerulean-Runt, Venus-CBFb-SMMHC, uHTS. Runt-related transcription factor 1 (Homo sapiens) + Core-binding factor subunit beta …. Cerulean-Runt/Venus-CBFb-SMMHC FRET ratio 530/480, 1 h. inhibition, % at 20 µM. 0.74% of 220,000 active. AID 1434, 2008;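 active = mean inhibition across duplicate retests at 20 µM reaching about 50%, limit read from the data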;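 also: 0% = DMSO wells and 100% = wells with excess untagged CBFb-SMMHC; inhibitors lower the FRET ratio by blocking Runt binding to CBFb-SMMHC; some results filed as inactive read as strong as hits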
Calpain2 inh: inhibitors of pig calpain II, primary screen, biochemical, fluorogenic peptide substrate, 1536-well. purified calpain II, 30 min. inhibition, % at 16 µM. 0.37% of 220,000 active. AID 1236, 2008;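 active = inhibition above about 50%, limit read from the data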
TbHK1 inh: Trypanosoma brucei hexokinase 1 inhibitors, primary screen, biochemical, G6PDH-coupled NADH absorbance, MLSCN library | inhibition, % at 10 µM | 0.11% of 220,000 active | hexokinase 1 [Trypanosoma brucei] | recombinant TbHK1, G6PDH-coupled NADH A340;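 active = inhibition of 50% or more in the single-dose primary screen; inactive = inhibition below 50%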
NCF1 inh: p47phox/p22phox peptide binding inhibitors, primary screen, biochemical, uHTS, NADPH oxidase regulatory subunit. 0.53% of 220,000 active. Neutrophil cytosol factor 1 (Homo sapiens), P14598. inhibition, % at 24.7 µM. AID 1274, 2008. fluorescence polarization, 2 h;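 active = inhibition above about 30%, limit read from the data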;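 also: 0% = p47phox with labelled peptide and 100% = labelled peptide alone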
Target sequence (P14598 whole entry, looked up): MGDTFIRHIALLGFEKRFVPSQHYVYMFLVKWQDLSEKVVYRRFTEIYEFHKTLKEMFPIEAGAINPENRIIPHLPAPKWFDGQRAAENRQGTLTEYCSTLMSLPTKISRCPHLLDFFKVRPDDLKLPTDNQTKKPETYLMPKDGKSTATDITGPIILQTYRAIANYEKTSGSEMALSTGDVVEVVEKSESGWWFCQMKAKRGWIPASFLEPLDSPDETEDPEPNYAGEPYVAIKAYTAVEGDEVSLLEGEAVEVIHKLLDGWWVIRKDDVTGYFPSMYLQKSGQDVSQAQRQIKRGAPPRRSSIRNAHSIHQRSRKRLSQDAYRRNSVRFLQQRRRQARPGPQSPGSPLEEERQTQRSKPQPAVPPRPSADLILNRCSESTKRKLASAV
Runt-CBFb FRET: inhibitors of RUNX1 Runt–CBFb binding, primary screen, biochemical, FRET, Cerulean-Runt, Venus-CBFb, uHTS; Runt-related transcription factor 1 (Homo sapiens) + Core-binding factor subunit beta …; inhibition, % at 20 µM; 0.46% of 220,000 active; AID 1496, 2009; Cerulean-Runt/Venus-CBFb FRET ratio 530/480, 1 h;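 active = inhibition over about 50% at 20 µM in the single-dose screen, limit read from the data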;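 also: 0% = DMSO wells and 100% = excess unlabeled CBFb competitor control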
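Schedule: protein complex preformed 1 h, compound exposure 1 h, room temperature, dark; test system: Cerulean-labeled Runt domain protein; amount: 100 nM per protein; buffer or medium: Tris 50 mM pH 7.5, KCl, K2SO4, 0.01% BSA; read-out: loss of energy transfer signal; detection: FRET fluorescence; controls: 5 µM unlabeled CBFb as full-inhibition high control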
RBBP9 inh: human RBBP9 inhibitors, primary screen, biochemical, fluorescence polarization, FP-Rh probe, HTS; Serine hydrolase RBBP9 (Homo sapiens), O75884; recombinant RBBP9; inhibition, % at 7.94 µM; 0.2% of 220,000 active;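 active = inhibition above the campaign mean of all tested compounds plus 3 SD, cut at about 14% in these data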;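 also: plate controls were DMSO wells with RBBP9 for no effect and wells lacking RBBP9 protein for full effect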
Target sequence (O75884 whole entry, looked up): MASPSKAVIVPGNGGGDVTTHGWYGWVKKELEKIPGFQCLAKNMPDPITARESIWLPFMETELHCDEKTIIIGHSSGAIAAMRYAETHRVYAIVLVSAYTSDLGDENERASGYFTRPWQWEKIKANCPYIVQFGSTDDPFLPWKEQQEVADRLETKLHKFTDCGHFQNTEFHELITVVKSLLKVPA
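System: RBBP9 protein / Quantity: 2.5 µM RBBP9 dispensing solution, before mixing / Also added: Serine-hydrolase probe FP-Rh, 375 nM pre-mixing / Dosing: 7.94 µM single dose, 0.794% DMSO / Timing: enzyme-compound preincubation 30 min, then probe labeling 45 min, 25 °C / Signal: FP readout at 525/598 nm / Controls: DMSO-treated enzyme wells and wells lacking RBBP9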
Active calls of the source: *; i = inactive; nt = not tested or not shown; [ ] = another dose, or the depositor's remark. Compounds as they come, and some 2.7% of all compounds hit somewhere here.

SMILES	Furin inhibitor	EBV gp42 block	p97 inhibitor	Runt-SMMHC FRET	Calpain2 inh	TbHK1 inh	NCF1 inh	Runt-CBFb FRET	RBBP9 inh
CCn1cc(C(=O)O)c(=O)c2cc(F)c(N3CCN(S(=O)(=O)c4ccc(NC(C)=O)cc4)CC3)cc21	-18	7	5	1	-413	-15	-8	-2	-7
OCCNC(=S)Nc1ccc2nsnc2c1	-16	1	6	-38	-4	-2	-5	2	-10
CCC(C)(C)NC(=O)C(c1ccc(F)cc1)N(Cc1ccco1)C(=O)c1cnccn1 (stereo not drawn)	-18	-14	-4	1	-7	-10	-7	-1	-4
O=Cc1nc(-c2ccccc2Cl)n2ccccc12	-1[20 µM]	-11	0	0	1	-27	-12	1	-6
O=C(CCc1ccccc1)NNC(=O)COc1ccccc1	-10[20 µM]	-26	3	0	10	-2	-3	1	-8
COc1ccc2c(c1)C(c1cccs1)=NNC(c1cccnc1)=N2	-21	-8	4	nt	-46	-15	-14	nt	0
O=C(NNC(=O)c1sc2cccc(Cl)c2c1Cl)Nc1ccccc1	-6[20 µM]	-12	6	-6	6	16	15	-2	3
O=c1[nH]cnc2sc(-c3ccccc3)cc12	-2[20 µM]	6	4	-1	-32	0	0	0	5
COCC(C)NC(=O)CSc1nc2nn(-c3ccccc3)c(=O)c-2c2n1CCCCC2 (stereo not drawn)	-2	-12	5	0	15	-8	0	-1	3
O=C(c1cccs1)N1N=C(c2ccccc2)CC1c1ccccc1O (stereo not drawn)	-11	-25	2	3	-1	-4	-58	-2	-2
CCN(CC)CCCN1C(=O)C(O)=C(C(=O)c2cc3ccccc3o2)C1c1ccccn1 (stereo not drawn)	-18	-5	-1	0	11	-19	-11	-1	0
COc1cc(NC(=O)COC(=O)/C=C/c2ccc(O)c(OC)c2)cc(OC)c1	-6	6	-6	6	-29	-18	-10	1	-11
O=C1/C(=C\c2ccccc2)CCc2c1[nH]c1ccccc21	-15[20 µM]	-10	-9	-6	-36	-4	6	0	-8
CCOC(=O)Cn1c(C)cc(=O)c2cccc(C)c21	-13	-19	-1	2	3	2	5	0	2
Cc1c(C(=O)NCc2ccccc2)oc2ccc(S(=O)(=O)N3CCCC3)cc12	-12	-14	1	-2	-25	-7	-1	0	-5
Cc1cccc(NC(=O)CCN2C(=O)C3C4CCC(C4)C3C2=O)c1C (stereo not drawn)	-10[20 µM]	-21	-1	-11	1	1	-5	-2	-1
COC(=O)c1cc(-c2cccc(OC)c2)n[nH]1	-15	-6	-3	-3	18	24	-23	0	2
Cn1c(-c2ccccc2)c(C(=O)CCl)c2ccccc21	-20	-10	34*	-3	-9	-5	0	-2	4
NS(=O)(=O)c1ccc(NC(=O)CSc2ccccn2)cc1	-20	-15	7	-4	-21	-1	5	0	-7
O=C(Nc1nnc(-c2cccs2)s1)c1cccc(F)c1	-31	-23	9	1	-147	-19	1	0	5
COc1ccc(NC(=O)C2CCCN(S(=O)(=O)c3c(C)n[nH]c3C)C2)cc1 (stereo not drawn)	-22	-8	12	-2	-39	3	-11	-1	-4
COc1cccc(/C=N/NC(=O)CCc2c(C)n[nH]c2C)c1O	-13	-9	1	2	-14	-11	1	-1	-10
O=c1[nH]c(-c2ccccn2)cc2ccccc12	-64	-10	1	0	-263	-29	2	1	-2
CCCn1nc2cc(C(=O)NCc3ccc4c(c3)OCO4)ccc2c1OCC	-23[20 µM]	-10	-2	-2	i	-7	-12	nt	-3
CN(C)CCCNC(=O)/C=C/c1ccc(OCc2c(F)cccc2Cl)cc1	-15	7	3	0	6	-2	-1	0	-4
COc1ccccc1Cc1noc(COc2cccc(C)c2C)n1	-18[20 µM]	-24	-9	2	10	-5	-7	-1	-4
Cc1cc(C)nc(NC(N)=NC2CCCCC2)n1	-21	-13	3	3	5	4	-22	4	-5
Cn1c(C(C#N)C(=O)Cc2cccc3ccccc23)nc2ccccc21 (stereo not drawn)	-19	-8	5	-2	-47	-3	-5	2	-2
O=C(Cc1ccc2c(c1)CCCC2)Nc1ccc2ccccc2c1	-16	-5	7	1	-16	-3	-3	4	-2
CCc1nn2c(=O)cc(COc3ccc(/C=C4\C(=N)N5N=C(C)SC5=NC4=O)cc3)nc2s1	-21	73*	0	-6	-80	-28	-17	nt	-1
CCOC(=O)c1c(C)nc2c(c1-c1cc(OC)c(OC)c(OC)c1)C(=O)c1ccccc1-2	-8[20 µM]	-9	-2	0	10	-21	-41	0	-7
CCCN1C(=O)c2ccccc2NC1c1cc(OC)c(OC)c(OC)c1 (stereo not drawn)	-22[20 µM]	-17	2	2	-482	-5	-12	-2	6
CC(C)=NNc1nc2c(c(=O)n(C)c(=O)n2C)n1C	-7	-12	3	-7	8	-13	-1	28	-1
O=C(Cc1c(F)cccc1Cl)N1CCCC1	-14[20 µM]	1	0	-1	-14	-1	-2	0	-5
Cn1cccc1CC(=O)NNC(=S)Nc1ccc(F)cc1	-9	-9	3	2	-12	-1	-5	-6	-7
Cc1ccc(C(=O)N/C(=C\c2cccs2)C(=O)NCCc2ccccn2)cc1C	-36	-10	8	0	-18	-7	-2	0	-9
Cc1ccccc1OCC(=O)Nc1nc2ccccc2[nH]1	-12	-3	0	1	18	-5	-7	2	0
CCCCC(=O)Nc1ccc(C(=O)NNC(=O)c2ccco2)cc1	-22[20 µM]	10	1	2	-6	-11	-4	-3	-2
CC1CN(S(=O)(=O)c2cccc(C(=O)NN3CCN(C)CC3)c2)CC(C)O1 (stereo not drawn)	-7	21	-4	1	-6	-8	6	2	2
CN1C(C(=O)NCC2CC2)CC2Cn3c(nc4cc(Cl)c(Cl)cc43)C21 (stereo not drawn)	-25	-15	nt	-3	2	-2	2	1	nt
O=C(NCCC1=CCCCC1)C1CCN(C(=O)c2ccc(Cl)cc2)CC1	-20	-18	-3	-35	9	5	-6	-17	0
CS(=O)(=O)Nc1cccc(C2=NN(S(=O)(=O)c3ccccc3)C(c3cccs3)C2)c1 (stereo not drawn)	-21[20 µM]	-5	4	2	-18	1	-17	-1	0
C=CCn1c[n+](CC(=O)c2ccc(Br)s2)c2ccccc21	-18	-7	10	-2	-22	1	-2	-1	-6
CCc1cc2c(SCC(=O)c3cccs3)ncnc2s1	-19[20 µM]	8	2	6	-24	-1	-9	-1	-6
CCOC(=O)Cn1c(=N)n(Cc2ccccc2F)c2ccccc21	-13	-17	0	-2	12	1	-6	2	-6

A stretch of the results above, for reference:
SMILES	Furin inhibitor	EBV gp42 block	p97 inhibitor	Runt-SMMHC FRET	Calpain2 inh	TbHK1 inh	NCF1 inh	Runt-CBFb FRET	RBBP9 inh
O=C(Cc1c(F)cccc1Cl)N1CCCC1	-14[20 µM]	1	0	-1	-14	-1	-2	0	-5
Cn1cccc1CC(=O)NNC(=S)Nc1ccc(F)cc1	-9	-9	3	2	-12	-1	-5	-6	-7

(cont.)
SMILES	Furin inhibitor	EBV gp42 block	p97 inhibitor	Runt-SMMHC FRET	Calpain2 inh	TbHK1 inh	NCF1 inh	Runt-CBFb FRET	RBBP9 inh
CCc1[nH]nc2c1C(C(C)C)C(C#N)=C(N)O2 (stereo not drawn)	nt	-12	nt	-7	14	nt	-3	0	nt
CCn1c(=O)c2cc(C(=O)Nc3ccccc3OC)sc2c2ccccc21	-15	-2	7	0	-93	-21	2	-5	-6
CS(=O)(=O)c1ccc(Cl)c(NC(=O)Cc2c(Cl)cccc2Cl)c1	-19	-15	3	-6	19	0	10	0	0
COc1ccc(OCC(O)CNC(=O)c2cccs2)cc1 (stereo not drawn)	0	0	-2	2	7	-15	4	-2	-13
COc1ccccc1NS(=O)(=O)c1cc(NC(=O)CNC(=O)c2ccc(C)s2)ccc1Cl	-14	-8	5	4	-29	0	-58	0	-7
Cc1nc(N2CCCC2C(=O)O)c2oc3ccccc3c2n1 (stereo not drawn)	-11	-10	-2	25	-7	-14	-2	-2	0
CCn1c(=NC(=O)CN2C(=O)CCC2=O)sc2c(OC)ccc(OC)c21	-17	-23	6	0	-15	-3	-17	2	-10
O=C(c1ccc2c(c1)OCCCO2)N1CCCCC1	-22	-6	1	-2	6	4	1	0	-2
O=C(Nc1ccccc1CC[N+](=O)[O-])N1CCN(c2ccccc2)CC1	-25	-7	8	-2	-31	-9	2	0	-1
COc1ccc(-c2nc(S(=O)(=O)c3ccc(C)cc3)c(N3CCCC3)o2)cc1	-16[20 µM]	-1	3	-3	-29	5	8	-2	-7
COc1ccc(CN(CC2CCC(C(=O)O)CC2)C(=S)Nc2cccc(C)c2)cc1 (stereo not drawn)	-20	1	2	4	-33	-8	6	2	-5
Cc1ccc(C)c(NS(=O)(=O)c2ccc(NC(=O)CSc3ccc(Cl)cc3)cc2)c1	6	-2	2	1	4	25	16	1	-6
NC(=O)CSc1nc(-c2ccccc2)c(-c2ccccc2)o1	-12[20 µM]	15	0	2	13	12	-19	-1	-5
COC(=O)c1ccc([C@H]2C=C(C(=O)O)O[C@@H](OCc3ccc(CO)cc3)C2)cc1	-31	-7	nt	0	7	-1	-17	-1	nt
COc1ccccc1-n1c(C)c2c(OC)cccc(=O)c2c1C	-5	6	-6	0	17	27	-1	6	-5

Complete entries, quoted from the list:
O=C(c1ccc2c(c1)OCCCO2)N1CCCCC1 in the list: Furin inhibitor = -22; EBV gp42 block = -6; p97 inhibitor = 1; Runt-SMMHC FRET = -2; Calpain2 inh = 6; TbHK1 inh = 4; NCF1 inh = 1; Runt-CBFb FRET = 0; RBBP9 inh = -2
Cc1nc(N2CCCC2C(=O)O)c2oc3ccccc3c2n1 (stereo not drawn) in the list: Furin inhibitor = -11; EBV gp42 block = -10; p97 inhibitor = -2; Runt-SMMHC FRET = 25; Calpain2 inh = -7; TbHK1 inh = -14; NCF1 inh = -2; Runt-CBFb FRET = -2; RBBP9 inh = 0

Going on with the list.
SMILES	Furin inhibitor	EBV gp42 block	p97 inhibitor	Runt-SMMHC FRET	Calpain2 inh	TbHK1 inh	NCF1 inh	Runt-CBFb FRET	RBBP9 inh
CCOC(=O)c1ccc(NC(=S)N2CCSC2c2c(F)cc(F)cc2F)cc1 (stereo not drawn)	-18	13	-3	4	20	-1	-9	2	-3
CC1(OC(=O)CCc2ccccc2)C(=O)C=C2C=C(c3ccc(C#N)cc3)N(CCc3ccccn3)C=C2C1=O (stereo not drawn)	1	24	nt	0	-48	-17	32*	6	nt
COc1ccc([N+](=O)[O-])cc1NC(=O)C(C)Sc1nc(-c2ccccc2)cs1 (stereo not drawn)	-14	-11	3	-3	9	-7	-8	28	-6
O=C(CSc1nc2ccccc2[nH]1)c1ccc(Cl)s1	-6[20 µM]	-22	4	16	2	-6	-13	30	1
COc1ccccc1NC(=O)c1cc(Cl)nc2ccccc12	-20	-11	6	0	7	-9	1	0	-2
CCOC(=O)c1nnn(-c2nonc2-c2ccccc2)c1C	-29	-17	5	4	1	4	-10	-1	-7
CC1CC1C(=O)OCC(=O)NCc1ccc(Cl)cc1 (stereo not drawn)	-9[20 µM]	-3	-2	-4	13	-7	2	1	-5
